Assay outcomes as filed in PubChem.
AGP1-GFP MLPCN – modulators of TOR pathway AGP1-GFP in S. cerevisiae | S. cerevisiae AGP1-GFP multiplex flow cytometry, 3 h; GFP as percent of DMSO wells | GFP response vs DMSO, % at 10 µM | hit rate 0.02% among 320,000;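 active means GFP response relative to DMSO above a set limit, near screen average plus 3 SD, cut at about 150% in these data; inconclusive means fewer than 70 cells counted for the yeast strain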;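 further: median GFP channel fluorescence of the gated AGP1 strain per well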
VLA-4 inh – inhibition in a human VLA-4 binding assay; inhibition, % (about 7 µM as worked out from the volumes in the protocol); P13612; VLA-4 expressing cells, ligand binding flow cytometry; hit rate 0.2% among 330,000; in the data active means inhibition above about 50%
MCL1-BIM inh – disrupts human MCL1 binding to BIM-BH3 peptide; AID 2057; inhibition, % at 10.9 µM; hit rate 0.68% among 320,000; Q07820; GST-MCL1 / FITC-Bim-BH3 fluorescence polarization;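 active means inhibition above the mean inhibition of all tested compounds plus 3 SD, set per campaign, cut at about 40% in these data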;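 further: 0% = DMSO wells and 100% = unlabeled Bim-BH3 peptide control; higher means more loss of mP so more displacement of Bim peptide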
Target sequence (Q07820 whole entry, looked up): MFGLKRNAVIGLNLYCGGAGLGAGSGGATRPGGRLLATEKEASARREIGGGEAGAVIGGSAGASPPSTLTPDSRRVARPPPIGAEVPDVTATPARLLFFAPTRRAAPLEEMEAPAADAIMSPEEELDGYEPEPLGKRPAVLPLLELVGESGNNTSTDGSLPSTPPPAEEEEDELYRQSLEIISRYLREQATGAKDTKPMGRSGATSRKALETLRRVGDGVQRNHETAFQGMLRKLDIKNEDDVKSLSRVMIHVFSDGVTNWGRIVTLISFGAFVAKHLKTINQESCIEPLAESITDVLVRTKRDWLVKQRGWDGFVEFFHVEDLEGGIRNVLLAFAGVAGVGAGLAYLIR
GRK2 aptamer HTS – human GRK2 inhibition via aptamer displacement | hit rate 0.59% among 330,000 | AID 488847 | bead flow cytometry, FAM-aptamer displacement from GRK2 | inhibition of aptamer binding, % at 10 µM;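 active means inhibition of aptamer binding above 40%, roughly 3 SD of noise, on plates passing a quality check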;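 further: median bead fluorescence of bound FAM aptamer so fluorescent compounds give negative values; no value below 0 was filed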
Fam108B inh – blocks mouse Fam108B hydrolase in RBBP9 counter-screen; recombinant Fam108B, FP-Rh probe fluorescence polarization; inhibition, % at 9.51 µM; hit rate 0.33% among 300,000;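 active means inhibition above the screen mean inhibition plus 3 SD, computed separately per campaign, cut at about 18% in these data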;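 further: inhibitors lower polarization as less probe binds the enzyme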
CIT2-GFP yeast – yeast TOR pathway CIT2-GFP modulation | AID 2029 | S. cerevisiae CIT2-GFP strain, flow cytometry, 3 h; 100 means same as DMSO wells | GFP response vs DMSO, % at 10 µM | hit rate 0.065% among 320,000;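 active means GFP response relative to DMSO above a set limit, near the screen mean plus 3 SD, cut at about 150% in these data; inconclusive means Fewer than 70 cells measured for a yeast strain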;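 further: ratio of well median GFP fluorescence to mean of DMSO wells on the plate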
BCLXL inh – blocks human Bcl-xL binding to Bim BH3 peptide; Q07817; GST-Bcl-xL / FITC-Bim BH3 peptide fluorescence polarization; inhibition, % at 10.9 µM; hit rate 0.7% among 320,000; AID 2129;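 active means inhibition above the mean of all tested compounds plus 3 SD, cutoff set per campaign, cut at about 30% in these data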;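 further: 0% = DMSO wells and 100% = unlabeled Bim-BH3 peptide competitor; inhibitors lower millipolarization by displacing the labeled peptide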
Target sequence (Q07817 whole entry, looked up): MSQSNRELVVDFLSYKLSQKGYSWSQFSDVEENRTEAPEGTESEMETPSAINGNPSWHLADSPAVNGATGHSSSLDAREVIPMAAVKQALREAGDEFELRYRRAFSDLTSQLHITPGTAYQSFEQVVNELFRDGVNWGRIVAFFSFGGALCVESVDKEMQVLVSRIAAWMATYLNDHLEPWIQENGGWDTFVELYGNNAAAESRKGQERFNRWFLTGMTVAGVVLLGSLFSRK
GLD-1 TGE inh – GLD-1-TGE RNA interaction inhibition (C. elegans). Q17339. purified GLD-1 + fluorescein TGE RNA, fluorescence polarization. inhibition, % at 5.96 µM. hit rate 0.44% among 320,000. AID 2280;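 active means percent inhibition above a per-plate cutoff, the plate mean of test compounds plus 3 SD, cut at about 30% in these data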;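 further: 0% = DMSO wells with GLD-1 and probe and 100% = wells lacking GLD-1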
Target sequence (Q17339 whole entry, looked up): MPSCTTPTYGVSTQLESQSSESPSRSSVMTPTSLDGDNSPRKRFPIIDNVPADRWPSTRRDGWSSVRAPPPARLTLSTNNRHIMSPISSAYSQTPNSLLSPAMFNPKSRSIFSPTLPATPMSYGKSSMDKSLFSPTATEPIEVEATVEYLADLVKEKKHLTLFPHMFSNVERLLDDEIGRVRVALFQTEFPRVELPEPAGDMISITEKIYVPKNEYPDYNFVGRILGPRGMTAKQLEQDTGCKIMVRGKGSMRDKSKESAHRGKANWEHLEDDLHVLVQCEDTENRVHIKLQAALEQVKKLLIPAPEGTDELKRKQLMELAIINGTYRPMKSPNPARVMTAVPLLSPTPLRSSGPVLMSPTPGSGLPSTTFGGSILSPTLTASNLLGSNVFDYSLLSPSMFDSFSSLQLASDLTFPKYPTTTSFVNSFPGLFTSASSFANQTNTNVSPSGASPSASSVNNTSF
MEX-5 binding – C. elegans MEX-5 TCR-2 RNA binding activity; Q9XUB2; MEX-5/FITC-TCR2 RNA binding, fluorescence polarization; active compounds read low; activity score (negative = inhibition of binding), % at 10 µM; hit rate 0.38% among 300,000;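 active means inhibition past about -25% in most replicates, and total fluorescence under double the plate's negative control median, limit read from the data; inconclusive means replicates evenly split on the limit, or fluorescence at least double controls; inactive means too little inhibition in most replicates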;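 further: 0% = DMSO and -100% = 5 µM competing unlabeled TCR2 RNA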
An asterisk follows results filed as active; ? = inconclusive; . = not tested or not shown; [ ] = dose if it differs, or a comment.

Start of the data: the first 3 records, ahead of the listing:
SMILES	AGP1-GFP MLPCN	VLA-4 inh	MCL1-BIM inh	GRK2 aptamer HTS	Fam108B inh	CIT2-GFP yeast	BCLXL inh	GLD-1 TGE inh	MEX-5 binding
COc1ccc(Cl)cc1C(=O)NCCCSc1ccccc1	96	10	-1	2	0	97	-1	5	-1.0
CSC1=NCCN1C(=O)C12CC3CC(CC(C3)C1)C2	101	7	4	1	1	99	6	12	0.5
CCOC(=O)c1nn(-c2ccc(OC)cc2)c(=O)c2c(N)scc12	98	-3	4	1	0	95	-1	6	2.0

This part in full (from the top)
SMILES	AGP1-GFP MLPCN	VLA-4 inh	MCL1-BIM inh	GRK2 aptamer HTS	Fam108B inh	CIT2-GFP yeast	BCLXL inh	GLD-1 TGE inh	MEX-5 binding
COc1ccc(Cl)cc1C(=O)NCCCSc1ccccc1	96	10	-1	2	0	97	-1	5	-1.0
CSC1=NCCN1C(=O)C12CC3CC(CC(C3)C1)C2	101	7	4	1	1	99	6	12	0.5
CCOC(=O)c1nn(-c2ccc(OC)cc2)c(=O)c2c(N)scc12	98	-3	4	1	0	95	-1	6	2.0
Nc1ccc2nc(SCc3ccccc3F)sc2c1	99	17	2	2	3	93	4	0	2.9
CC(C)c1ccc(OCC(=O)Nc2ccc(S(=O)(=O)Nc3ccccn3)cc2)cc1	99	24	-6	1	-7	107	-3	7	0.7
Cc1ccc(S(=O)(=O)Nc2cc3c4c(c2)CCC(=O)N4CCC3)cc1	100	4	-1	0	1	79	3	-2	-7.1
CN(C)C(=O)CN1C(=O)NC(c2ccccc2)(c2ccccc2)C1=O	104	3	-9	0	4	103	-7	-2	0.1
c1ccc(-c2nnc3ccc(N4CCC5(CC4)OCCO5)nn23)cc1	102	1	5	5	4	104	3	1	2.3
Cc1ccc(NC(=O)CSCC(=O)N(C)CC(=O)Nc2cccc3ccccc23)cc1	84	-8	-9	4	-7	87	-4	-4	0.5
COc1ccc(C2/C=C\CN(C(=O)c3ccc(C)cc3)CC(=O)N2Cc2ccc(F)cc2)cc1 (stereo unspecified)	.	.	-7	.	-1	.	1	2	-0.5
CC(=O)N=C(N)Sc1nc2ccccc2[nH]1	86	21	0	0	-1	80	7	4	-2.3
Cc1cccn2c(=O)c3cc(C(=O)NC4CCCC4)c(=N)n(CC4CCCO4)c3nc12 (stereo unspecified)	85[may fluoresce violet]	12	-2	2	-3	?	5	-2	1.0
CC(C)CC(=O)c1c[nH]c(C(=O)NCCCn2ccnc2)c1	104	-8	-2	0	1	.	5	1	2.1
CCc1c(C(=O)OCc2ccccc2)[nH]c(C)c1C	87	7	-2	93*	9	88	3	5	-0.9
CCn1nc(NS(=O)(=O)c2ccc(NC(C)=O)cc2)c2cc3ccc(C)cc3nc21	94	-18	10	0	4	99	9	1	3.7
CCOC(=O)N1CCC(NC(=O)CCC(=O)c2ccccc2)CC1	87	-5	9	0	1	88	2	-2	-2.0
CC(=O)Oc1c(-c2ccco2)oc2ccccc2c1=O	77	18	4	1	-6	100	8	5	-1.1
CCc1nn(-c2cc(Cl)ccc2OC)c2c1C(=O)CCC2	99	-7	4	0	0	90	8	3	-1.3
CCN(C(=O)CSc1nnc2ccccn12)C1CCS(=O)(=O)C1 (stereo unspecified)	98	-2	-2	2	-1	92	2	13	-5.4
Cn1c(CN2CCCCC2)nc2cc(NC(=O)c3ccc(F)cc3)ccc21	98	25	-7	0	0	98	-5	-1	2.0
CCOC(=O)c1ccc(Nc2nc(C)cc(=O)[nH]2)cc1	103	-7	0	4	-1	97	4	3	-0.2
O=C(Nc1c[nH]c(=O)[nH]c1=O)c1ccc([N+](=O)[O-])cc1	104	7	-5	0	0	98	11	5	-0.4
CCN(C(=O)CN1C(=O)NC2(CCCc3ccccc32)C1=O)c1ccc(F)cc1 (stereo unspecified)	88	5	-4	5	.	81	-7	2	.
CCCCCC/C=N/Nc1nnc(Cc2ccc(OC)c(OC)c2)c(=O)[nH]1	98	0	6	0	2	98	-1	-3	0.4
O=C(CCCOc1cccc(Br)c1)NC1CCC(O)CC1 (stereo unspecified)	96	3	6	5	-3	100	5	6	1.3

Entries listed above marked active in GRK2 aptamer HTS:
structure | AGP1-GFP MLPCN | VLA-4 inh | MCL1-BIM inh | GRK2 aptamer HTS | CIT2-GFP yeast | BCLXL inh | GLD-1 TGE inh | MEX-5 binding
CCc1c(C(=O)OCc2ccccc2)[nH]c(C)c1C | 87 | 7 | -2 | 93* | 88 | 3 | 5 | -0.9

The list continues:
SMILES	AGP1-GFP MLPCN	VLA-4 inh	MCL1-BIM inh	GRK2 aptamer HTS	Fam108B inh	CIT2-GFP yeast	BCLXL inh	GLD-1 TGE inh	MEX-5 binding
COC(=O)C1=C(C)N(CCc2ccc(OC)c(OC)c2)C(=O)/C1=C\N(C)C	107	3	-6	0	-3	101	-1	0	1.3
CCOC(=O)c1cnc2nc(SC)nn2c1N	102	5	1	2	1	104	3	0	0.8
Cc1cc(C(=O)CN2C(=O)NC(CC(C)C)C2=O)c(C)n1C1CC1 (stereo unspecified)	104	-4	.	0	.	107	.	-4	.
O=C(CCNS(=O)(=O)c1ccccc1C(F)(F)F)N1CCN(S(=O)(=O)c2cccc(Cl)c2)CC1	103	-8	5	6	3	94	10	-2	-3.1
CCN1CCN(C(C)CCc2ccccc2)CC1 (stereo unspecified)	102	10	1	4	3	110	1	0	1.1
CC(=O)c1cccc(NC(=O)/C(=C\c2ccco2)NC(=O)c2ccco2)c1	74	3	-4	3	0	110	1	-3	-0.3
CCC(=O)Nc1ccc(C(=O)COC(=O)C(CCSC)NC(=O)COc2ccccc2)cc1 (stereo unspecified)	108	1	-14	0	0	86	-6	5	4.5
O=C(Oc1ccc(/C=N/Nc2nc(N3CCCCC3)nc(N3CCCCC3)n2)cc1)c1ccco1	99	4	2	3	2	93	3	-2	-2.0
CCN(CC)CCOC(=O)c1ccc(NC(=S)NC(=O)/C=C/c2ccco2)cc1	96	5	13	0	-3	85	3	-2	0.9
COc1ccc(CC(=O)N2CCN(c3ccccc3OC)CC2)cc1	97	10	7	5	1	94	2	0	-1.9
Cn1ncc(S(=O)(=O)Cc2ccccc2)c(Cl)c1=O	101	30	24	0	2	93	6	6	0.6
CCOc1ccccc1N(CC(=O)Nc1ccccc1C(=O)OC)S(C)(=O)=O	109	-7	9	0	-1	83	2	8	-1.2
COc1ccc(S(=O)(=O)N(C)CC(=O)Nc2ccccc2C(F)(F)F)cc1	82	-8	2	0	2	76	7	0	-1.0
COc1ccc(NS(=O)(=O)c2cccc(-c3nnc4n3CCCCC4)c2)cc1	97	20	-2	0	-1	96	6	1	-2.3
O=c1c(Cl)c(N2CCN(S(=O)(=O)c3ccccc3)CC2)cnn1-c1ccccc1	103	-10	-2	0	5	107	4	3	0.3
O=C(NCc1ccc(F)cc1)c1ccc(CS(=O)(=O)Cc2ccc(F)cc2)o1	109	4	4	0	-3	106	4	-7	-0.6
CCC(c1nnnn1Cc1ccc(F)cc1)N1CCN(C)CC1 (stereo unspecified)	101	1	7	1	3	74	8	4	0.7
CCOc1cc(N2CCOCC2)c(OCC)cc1NC(=O)CCC1CCCC1	93	17	1	7	4	94	2	-3	0.7
O=C(NC(=O)c1c(Cl)cccc1Cl)Nc1ccc(Oc2cccnc2)nc1	98	-2	2	0	0	94	18	-6	.
Oc1ccc(/C=N/n2c3ccccc3c3ccccc32)cc1	92	13	11	2	3	94	0	-1	0.7
CC1CCCC(C)N1CC(O)COCC1COc2ccccc2O1 (stereo unspecified)	112	11	6	2	7	109	6	-2	1.0
Cc1cccc(N(C(=O)CCC(=O)Nc2ccccn2)C(C(=O)NC(C)C)c2ccc(F)cc2)c1 (stereo unspecified)	100	0	5	1	3	87	6	-5	-0.2
Cc1ccc([C@@H]2[C@@H]3C(=O)N(C)C(=O)[C@@H]3[C@]3(Cc4ccccc4)C(=O)N(Cc4ccccn4)CC(=O)N23)o1	77	-8	0	1	-4	83	2	5	1.1
Cc1ccc2nc(N(CCN3CCOCC3)C(=O)CCS(=O)(=O)c3ccccc3)sc2c1	104	8	-1	1	-5	94	2	-2	-2.4
CCOc1ccc(-c2nc(-c3cccnc3)no2)cc1	90	0	9	0	1	87	5	-1	-4.4

Record cards, as listed above.
CCN1CCN(C(C)CCc2ccccc2)CC1 (stereo unspecified) reads AGP1-GFP MLPCN: 102; VLA-4 inh: 10; MCL1-BIM inh: 1; GRK2 aptamer HTS: 4; Fam108B inh: 3; CIT2-GFP yeast: 110; BCLXL inh: 1; GLD-1 TGE inh: 0; MEX-5 binding: 1.1
CCC(=O)Nc1ccc(C(=O)COC(=O)C(CCSC)NC(=O)COc2ccccc2)cc1 (stereo unspecified) reads AGP1-GFP MLPCN: 108; VLA-4 inh: 1; MCL1-BIM inh: -14; GRK2 aptamer HTS: 0; Fam108B inh: 0; CIT2-GFP yeast: 86; BCLXL inh: -6; GLD-1 TGE inh: 5; MEX-5 binding: 4.5

Random excerpt: 2 records from the list, in no set order.
SMILES	AGP1-GFP MLPCN	VLA-4 inh	MCL1-BIM inh	GRK2 aptamer HTS	Fam108B inh	CIT2-GFP yeast	BCLXL inh	GLD-1 TGE inh	MEX-5 binding
Cc1ccc2nc(N(CCN3CCOCC3)C(=O)CCS(=O)(=O)c3ccccc3)sc2c1	104	8	-1	1	-5	94	2	-2	-2.4
O=C(NCc1ccc(F)cc1)c1ccc(CS(=O)(=O)Cc2ccc(F)cc2)o1	109	4	4	0	-3	106	4	-7	-0.6

Remaining list, next part.
SMILES	AGP1-GFP MLPCN	VLA-4 inh	MCL1-BIM inh	GRK2 aptamer HTS	Fam108B inh	CIT2-GFP yeast	BCLXL inh	GLD-1 TGE inh	MEX-5 binding
Cc1cc(Cl)ccc1OCCCC(=O)OCC(=O)c1c(N)n(C)c(=O)n(C)c1=O	92	-14	-8	0	-7	88	2	-4	2.6
Cc1ccc(C)c(NC(=O)COc2coc(CN3CCc4ccccc43)cc2=O)c1	106	-8	4	2	1	99	1	-5	0.5
CN1CCN(C(=O)c2ccc3c(=O)n(CCc4ccccc4)c(=S)[nH]c3c2)CC1	102	17	-9	0	0	94	2	-3	.
COc1ccc(CCC(=O)NNC(=O)c2cc(Cl)ccc2OC)cc1OC	100	5	1	2	0	110	0	4	0.5
CCc1c(C)nc2c(-c3ccccc3)c[nH]n2c1=O	110	19	0	1	-5	110	4	-7	-4.9
Cc1ccc(-c2csc3nc(C(C)C)oc(=O)c23)c(C)c1	127	2	4	0	67*	122	-1	7	-1.5
CCOC(=O)Nc1ccc2c(c1)N(C(=O)CN(C)C)c1ccccc1CC2	89	-13	-6	0	-5	93	0	-1	3.3
O=C(c1cn(-c2ccccc2)nc1-c1cccs1)N1CCN(c2ccccc2)CC1	105	-3	4	2	0	101	4	5	1.7
CCN1C(=O)c2ccccc2Sc2ccc(C(=O)NC(C)C)cc21	101	7	-7	0	-2	103	-2	1	-7.1
